Bioassay records: PubChem BioAssay, Sanford-Burnham Center for Chemical Genomics
GRIN3A LBD mod: modulators (binders) of human NR3A ligand-binding domain. NR3A LBD differential scanning fluorimetry, Tm shift; 0% = protein alone, 100% = glycine-bound protein. Tm shift relative to glycine control, % at 25 µM. 340,000 tested, 2.5% active;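 active = melting temperature shift of at least 10% of the positive control shift, at one fixed dose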
tim23-1 inh: inhibits growth of tim23-1 mutant yeast; S. cerevisiae tim23-1 growth, BacTiter-Glo luminescence, 24 h; inhibition, % at 20 µM; 330,000 tested, 1.3% active; AID 463212;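 active = growth inhibition of the mutant yeast at or above 50%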;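 also: temperature-sensitive mutant grown at 25 °C; plate controls were DMSO-treated mutant yeast for no effect and medium wells lacking yeast for full effect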
tim10-1 inh: inhibits growth of tim10-1 mutant yeast. inhibition, % at 20 µM. 330,000 tested, 2.2% active. S. cerevisiae tim10-1 ts strain growth, BacTiter-Glo, 24 h;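 active = inhibition of at least 40%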;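 also: mutant grown at 25 °C; 0% = DMSO wells with yeast and 100% = wells holding no yeast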
TIM10 inh: TIM10 yeast growth inhibition; S. cerevisiae TIM10 strain growth, BacTiter-Glo luminescence, 24 h; inhibition, % at 10 µM; 330,000 tested, 1.4% active; AID 463195;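 active = inhibition of 40% or more at the single tested concentration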;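 also: wild-type TIM10 isogenic control strain grown at permissive 25 °C; 0% = DMSO yeast wells and 100% = minimal medium wells without yeast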
NALP3 yeast inh: NALP3 inhibition in yeast; AID 2825; inhibition, % at 10 µM; 330,000 tested, 0.39% active; Yeast reconstituted NLRP3/ASC/caspase-1, beta-gal luminescence, 24 h;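 active = inhibition of 50% or more; inactive = inhibition below 50%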;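 also: plate controls were induced DMSO wells for no effect and uninduced yeast grown without galactose for full effect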
APJ ag: activates the human apelin receptor APJ | P35414 | CHO-K1 APJ PathHunter beta-arrestin, luminescence; 0% DMSO wells, 100% apelin | activation, % at 20 µM | 330,000 tested, 0.11% active | AID 2520;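 active = activation more than six SD over the plate average, tested at 20 µM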;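 also: 0% = DMSO alone and 100% = apelin-13 at 10 nM; some results filed as inactive read as strong as hits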
Target sequence (P35414 whole entry, looked up): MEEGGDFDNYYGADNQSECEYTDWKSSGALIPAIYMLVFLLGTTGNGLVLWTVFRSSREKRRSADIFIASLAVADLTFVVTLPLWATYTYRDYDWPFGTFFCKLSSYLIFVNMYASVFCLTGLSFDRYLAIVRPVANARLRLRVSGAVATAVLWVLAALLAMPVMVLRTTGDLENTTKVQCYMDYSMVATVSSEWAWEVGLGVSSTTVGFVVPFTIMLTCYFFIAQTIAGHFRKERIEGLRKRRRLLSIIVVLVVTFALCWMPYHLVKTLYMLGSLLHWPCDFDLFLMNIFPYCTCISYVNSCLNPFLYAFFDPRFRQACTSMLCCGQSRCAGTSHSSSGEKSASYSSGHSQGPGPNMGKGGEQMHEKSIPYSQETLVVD
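Assay system: CHO-K1 APJ beta-arrestin complementation cell line / Compound: single test compound dose, 20 µM final, 1% DMSO / Times: overnight seeding, 90 min compound at 25 °C, 1 h detection / Technique: beta-gal luminescence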
APJ antagonist: blocks the human apelin receptor APJ. 330,000 tested, 0.32% active. CHO-K1 APJ beta-arrestin complementation, luminescence. P35414. AID 2521. inhibition, % at 20 µM;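 active = inhibition above about 40% at 20 µM, limit read from the data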;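 also: cells challenged with 10 nM apelin-13 agonist together with compound; plate controls were apelin-13 plus DMSO wells for no effect and DMSO wells lacking apelin-13 for full effect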
beta cell repl: inducers of beta-cell replication in MIN6 cells. MIN6 cells proliferation, ATPlite luminescence, 48 h; cells starved in 0.2% serum; 100% = growth in 10% serum. 330,000 tested, 0.29% active. proliferation, % at 10 µM;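 active = compounds whose signal lies at least 3.5 SD above the mean of all wells on their plate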;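 also: 0% = DMSO-treated cells in low-serum medium and 100% = 10% serum control; some compounds called inactive have numbers as strong as hits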
MPTP inh: blocks calcium-induced mitochondrial swelling; 360,000 tested, 1.4% active; isolated mouse mitochondria, Ca2+ swelling absorbance, 30 min; inhibition, % at 10 µM; AID 602449;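 active = inhibition of 50% or more, scaled per plate between neutral and stimulator controls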;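 also: 0% = DMSO wells given calcium and 100% = 1 mM EGTA wells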
* = called active by the depositor; . = no result given.

Compound	GRIN3A LBD mod	tim23-1 inh	tim10-1 inh	TIM10 inh	NALP3 yeast inh	APJ ag	APJ antagonist	beta cell repl	MPTP inh
COc1ccccc1Nc1nnc(SCC(=O)c2c(N)n(C3CC3)c(=O)[nH]c2=O)s1	2	-20	-17	0	1	0	10	-1	-1.6
Cc1ccc2c(c1)N(C(=O)CCC(=O)NCc1ccccc1)CC(C)O2 (stereo not drawn)	1	11	16	-2	23	-4	13	-3	0.7
CCOc1ccc(C(=O)NC(C)C2COc3ccccc3O2)cc1 (stereo not drawn)	-2	14	-2	-22	28	-1	1	-4	0.8
CC(=O)N1CCN(c2ccc(NS(=O)(=O)c3ccc(C)cc3)cc2)CC1	-2	5	-7	-14	3	3	-6	0	0.0
Cc1ccc(-c2nc(CS(=O)(=O)CC(=O)NCc3ccc4c(c3)OCO4)c(C)o2)cc1	3	-6	7	1	-2	4	-2	3	-1.9
O=C(OCc1cccc(C(F)(F)F)c1)c1ccc[nH]c1=O	2	-7	-11	-14	13	-3	25	-4	-0.6
N#CCCn1cc(C(=O)N2CCCCC2)c(-c2ccc([N+](=O)[O-])cc2)n1	-1	1	11	-17	-13	0	-24	0	-0.5
Cc1ccc(N2CC(C(=O)N3CCN(Cc4ccc5c(c4)OCO5)CC3)CC2=O)cc1 (stereo not drawn)	0	18	5	-4	14	-1	-9	0	-1.6
O=C(c1ccco1)N1CCN(C(c2ccccc2)c2nnnn2C2CCCC2)CC1 (stereo not drawn)	0	1	7	1	15	-9	15	-4	-1.6
CC(c1ccccc1)N1CCN(C(=O)CCl)CC1 (stereo not drawn)	0	25	19	25	-1	-3	4	-6	0.2
Cc1ccccc1NC(=O)CSc1n[nH]c(-c2ccccn2)n1	1	12	23	8	5	-3	6	-1	-2.8
Cn1c2ccccc2c2nn(-c3ccccc3)c(=O)cc21	1	49	33	21	5	-4	4	-2	-2.5
CC(C)OCCCN1C(=O)c2[nH]nc(-c3ccccc3O)c2C1c1cccc(Cl)c1 (stereo not drawn)	-10	20	26	28	-6	5	-23	-6	11
COc1ccc(N2CCN(C(=O)CSc3nnc(NC(=O)C4CCC4)s3)CC2)cc1	-1	2	15	-11	2	0	-1	-4	-0.5
CC(=O)c1ccc(NC(=O)c2cc(-c3cccs3)on2)cc1	-2	-28	-12	-23	6	0	1	-2	0.6
OC1(C#CCN2CCCC2)CCCCC1	2	-1	1	-8	-1	1	19	0	0.9
CCOC(=O)CC(=O)CSc1ncnc2c1nnn2-c1ccc(OC)cc1	0	23	16	-8	12	-1	2	-3	0.0
Cc1c(Cl)cccc1NC(=O)C1NC(=O)CC1c1ccccc1 (stereo not drawn)	2	7	0	-12	-4	-3	24	-2	-2.1
Cc1ccccc1N1CCN(C2CCCN(C(=O)CCN3CCCCO3)C2)CC1 (stereo not drawn)	3	-3	-14	12	21	-3	15	1	0.7
Cc1ccc(CN2CC(C(=O)Nc3ccc(S(=O)(=O)N4CCCCC4)cc3)CC2=O)cc1 (stereo not drawn)	-12	-5	9	2	10	-1	-7	-2	-0.3

Additional compounds follow.
Compound	GRIN3A LBD mod	tim23-1 inh	tim10-1 inh	TIM10 inh	NALP3 yeast inh	APJ ag	APJ antagonist	beta cell repl	MPTP inh
CCc1ccc(N2CC(C(=O)NCc3ccc4c(c3)OCO4)CC2=O)cc1 (stereo not drawn)	1	11	16	-9	7	-5	7	0	-0.4
CC(CO)N1CCS(=O)(=O)CC1 (stereo not drawn)	0	13	1	0	3	-1	1	2	-4.7
CC(C)N(CCNC(=O)c1ccc(OCC2CCCO2)cc1)C(C)C (stereo not drawn)	-3	13	17	1	11	0	2	0	4.8
CC(=O)Nc1cccc2c1C(=O)N(c1ccc(OC(C)=O)cc1)C2=O	-2	21	39	9	17	-3	-6	0	1.4
COc1ccc(C2SCC(=O)N2CCCN(C)C)cc1 (stereo not drawn)	0	-5	7	2	10	-1	-3	-4	0.9
O=C(COC(=O)c1ccc(F)cc1F)Nc1cccc(S(=O)(=O)N2CCOCC2)c1	4	4	-8	1	3	8	-2	-2	0.4
O=C(O)c1cccc(N2C(=O)c3ccc(C(=O)c4cccc([N+](=O)[O-])c4)cc3C2=O)c1	0	-10	-4	8	4	0	4	1	0.9
COc1ccc(N2CCN(C3CCCN(C(=O)CN4CCCCC4=O)C3)CC2)cc1 (stereo not drawn)	0	5	-11	-1	9	-7	10	0	-1.0
CCCN1CCN(C(=O)CN2C(=O)CC(C)(C)S(=O)(=O)c3ccccc32)CC1	1	15	18	16	5	-7	16	0	-0.5
CCOC(=O)C1=C(c2ccccc2)Nc2ncnn2C1c1cccc(OC)c1OC (stereo not drawn)	-3	-3	14	7	-2	-4	0	-2	-1.4
CS(=O)(=O)N(CC(=O)Nc1cccnc1)c1ccc2c(c1)OCO2	0	-1	10	-1	7	-5	3	3	-2.1
CCOc1cccc(OCCOCCN(C)C)c1	2	13	10	-8	-1	-3	5	-2	0.7
Cc1ccc(NC(=O)C(C)N2CCN(C)CC2)cc1S(=O)(=O)N1CCOCC1 (stereo not drawn)	0	-7	-15	2	3	-3	5	-3	-2.3
Cc1cc(C)cc(C(=O)NC(CC(N)=O)c2ccc(N3CCC(Br)CC3)c([N+](=O)[O-])c2)c1 (stereo not drawn)	-8	18	-1	7	1	10	-3	-4	-1.2
O/N=C/c1ccccc1OCc1ccccc1Cl	1	-3	10	26	12	-18	-27	-3	0.2
COc1cc2nc(CN(C)Cc3ccc(Cl)cc3)[nH]c(=O)c2cc1OC	4	7	2	-4	4	-1	4	3	-0.4
Cc1c(C)c2c(OCC(=O)NC3CC3)cc3c(c2oc1=O)CCC(C)(C)O3	0	21	11	9	10	4	-46	1	0.8
O=C(c1c[nH]c(C(=O)C(Cl)(Cl)Cl)c1)c1ccccc1F	2	28	10	-11	10	-1	-5	-2	0.7
CCN(CC)S(=O)(=O)c1ccc(-c2nnc(SCC(=O)Nc3nc(C)cs3)o2)cc1	-1	13	9	15	12	4	14	-4	1.3
CCCn1nc(C(=O)OCC(=O)Nc2cccc(S(N)(=O)=O)c2)c2ccccc2c1=O	-1	-2	9	-19	3	0	-15	-3	-0.8

Some of the entries so far, with values under each structure:
The line under a structure holds: GRIN3A LBD mod, tim23-1 inh, tim10-1 inh, TIM10 inh, NALP3 yeast inh, APJ ag, APJ antagonist, beta cell repl, MPTP inh
Cc1c(C)c2c(OCC(=O)NC3CC3)cc3c(c2oc1=O)CCC(C)(C)O3
    0, 21, 11, 9, 10, 4, -46, 1, 0.8
O=C(c1c[nH]c(C(=O)C(Cl)(Cl)Cl)c1)c1ccccc1F
    2, 28, 10, -11, 10, -1, -5, -2, 0.7

The results go on:
Compound	GRIN3A LBD mod	tim23-1 inh	tim10-1 inh	TIM10 inh	NALP3 yeast inh	APJ ag	APJ antagonist	beta cell repl	MPTP inh
COc1cccc(NC(=O)CCNS(=O)(=O)c2cccc3nsnc23)c1	0	9	5	-3	17	-2	14	1	-1.5
CCOC(=O)c1cn2cccnc2n1	0	2	3	-2	3	0	-1	1	-2.4
Cc1cc(C(=O)OCC(=O)c2c(N)n(C)c(=O)n(C)c2=O)c(C)o1	-1	-3	-1	-4	10	-5	29	1	0.9
O=C(Cc1n[nH]c(=O)c2ccccc12)N1CCN(c2ccc(F)cc2)CC1	1	9	10	0	-6	-2	8	-2	-1.0
COc1cc2c(cc1OC)-c1cc(NC3CCCCCCC3)nc(=O)n1CC2	-2	7	19	3	5	-2	-20	5	-6.0
CCN(CC)CCNC(=O)CCn1nc(-c2ccc(Cl)cc2)ccc1=O	-2	6	12	-13	7	-2	-9	0	0.1
CCC(C)NC(=O)C(CCSC)NC(=O)c1ccccc1 (stereo not drawn)	.	2	1	4	10	-3	6	-3	-1.7
Cc1ccc(C(C)C)c(OCC(=O)NNC(=O)Cc2ccc(S(=O)(=O)N3CCOCC3)s2)c1	-1	5	1	-1	6	3	1	2	1.8
CCNC(=O)N(CC)C[C@H]1N[C@@](Cc2ccccc2)(C(=O)OC)[C@H]2C(=O)N(Cc3ccccc3)C(=O)[C@@H]12	0	4	-7	10	13	-5	-8	-1	2.7
CCOC(=O)C1=C(C)OC(N)=C(C#N)C1c1cc2ccccc2nc1N1CCCCC1 (stereo not drawn)	-5	25	28	14	-2	5	-2	0	.
CCN(CC(=O)Nc1ccc(NC(C)=O)cc1)C(=O)C1(c2ccccc2)CC1	0	9	5	2	4	-3	-8	-3	0.7
CCCCN(C)C(=O)c1sc2ncn(CC)c(=O)c2c1C	3	16	4	-2	21	-4	24	-3	1.1
COC(=O)c1cc(S(=O)(=O)NCC2CCN(Cc3cc(C)ccc3C)CC2)cn1C	7	6	-12	1	8	-2	27	-1	0.6
COCCNC(=S)N1CCN(c2nc(-c3ccccc3)cs2)CC1	-1	38	41*	10	18	-3	-5	-1	0.2
O=C(Cn1nc2n(c1=O)-c1ccccc1SC2)N/N=C/c1ccncc1	-4	0	-4	6	7	0	1	-3	1.5
Cc1ccc(-n2nnnc2-c2cnc(-c3cccnc3)nc2C(F)(F)F)cc1	3	19	15	4	18	6	2	-5	0.0
N#CCSc1nccc(-c2cc(Cl)sc2Cl)n1	1	28	23	-2	-27	-3	-16	-2	-0.1
CCOC(=O)c1cc2ccccc2n1CCN(CC)CC	-1	11	0	-1	0	-3	-4	0	-0.8
O=C(OCn1nnc2ccccc2c1=O)C1=COCCO1	-1	17	3	16	10	3	-25	-4	-1.3
COc1ccc(NC(=O)C2CCCN2C(=O)OC(C)(C)C)cc1 (stereo not drawn)	2	8	1	14	7	1	-10	0	-0.3
O=S(=O)(c1cccc(F)c1)N1CCCN(c2ccc(C(F)(F)F)cn2)CC1	1	20	11	3	13	-5	13	-4	1.1
Cc1ccc(C)c(NC(=O)NCc2ccccn2)c1	1	-9	8	3	9	-6	1	-2	0.2
CC1CC(C)CN(CC(=O)NNC(=O)COc2ccc(Cl)cc2)C1 (stereo not drawn)	0	12	10	7	-3	-3	17	-4	-1.2
